MT stabilizer: stabilizes microtubules in HeLa cells. HeLa tubulin immunostaining HCS, 24 h; share of cells brighter than vehicle mean+2SD. % tubulin-high responders, % at 10 µM. hit rate 0.83% among 200,000;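 active = plate Z-score above 3 for both tubulin-high and condensed-nucleus cell shares, with cell loss under 80%, at 10 µM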;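 also: anti alpha tubulin signal scored within the nucleus-defined area of each cell; some results filed as inactive read as strong as hits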
Yfh1-off respiration: mitochondrial function rescue without frataxin homolog – Friedreich's ataxia, plus single-dose screen, dose response (AID 1465); S. cerevisiae Yfh1-off respiration, WST-1 reduction, 72 h; higher fold induction means a stronger effect; fold induction at 50 µM, or EC50 in µM where a hit was titrated; hit rate 0.074% among 220,000;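 active = fold induction of absorbance versus untreated yeast above a set limit, then at least 30% activation at any dose in follow-up; inconclusive = repeats straddling the limit, or above it without dose testing; inactive = fold induction below the set limit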;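 also: activators that raise dye reduction in frataxin-depleted yeast; strong numbers were not always called active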
Autophagy HCS: autophagy modulation, high-content screen | AID 463193 | hit rate 0.98% among 190,000 | MEF GFP-LC3 puncta imaging; test concentration mostly 10 µM | calls only at 10 µM (by protocol);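 active = percentage of spot-positive cells more than 3 SD above its plate mean, without a fluorescence outlier flag or 80% toxicity; inconclusive = no clear call, values can overlap the other calls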;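 also: spot-positive cell cutoff set from DMSO-treated cells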
Dynein transport: dynein cargo transport inhibition. 3617.4 mouse cells, GR-EGFP nuclear translocation imaging; test concentration mostly 20 µM; stimulated with dexamethasone, 1 µM; hits give low values. z-score, hits read low. hit rate 0.47% among 220,000. AID 1381;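 active = plate z-score of nuclear minus cytoplasmic receptor signal below a set negative limit, without overly bright fluorescence or cell loss, cut at about -3.5 in these data, passing the limit was not always enough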;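 also: z-score of nuclear minus cytoplasmic ring GR-EGFP intensity difference per well; some compounds called inactive have numbers as strong as hits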
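Buffer or medium: tet-free, stripped-serum medium; Also added: dexamethasone, 1.0 µM final; Technique: high-content fluorescence imaging after fixation; Times: 48 h induction, 1 h compound, 30 min dex at 37 °C; Read-out: per-cell GR-EGFP intensity, nucleus versus surrounding cytoplasmic ring, well-averaged.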
bCat nuc transl: alters nuclear translocation of beta-catenin in HeLa cells; immunofluorescence imaging; nuclear translocation activity, % at 5 µM; hit rate 0.3% among 190,000; AID 1665;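 active = nuclear translocation activity above 50% at 5 µM, with a well cell count of 50 or more; inconclusive = wells under 50 cells across six images, flagged as toxic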;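 also: per-cell ratio of nuclear to cytoplasmic median beta-catenin stain intensity; plate controls were DMSO negative control for no effect and GSK-3 inhibitor IX positive control for full effect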
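System: HeLa cells, endogenous beta-catenin; compound dosing: 5 µM primary single dose, 0.1% DMSO, 0.02–20 µM confirmation series; incubation: 24 h compound exposure at 37°C, 5% CO2; signal: beta-catenin immunofluorescence imaging with DAPI; evaluation: % activation, nuclear-to-cytoplasmic median beta-catenin signal ratio per cell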
Ins promoter up: MIN6 insulin promoter up-regulation; MIN6 insulin promoter-GFP reporter, high-content imaging; hits give high values; z-score at 5 µM; hit rate 0.3% among 190,000; AID 1625;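 active = z-score above 3 at 5 µM with at least 500 cells counted in the well; inconclusive = wells under 500 cells, flagged as cytotoxic or low count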
PMI inhibition: MPI inhibition at elevated mannose 6-phosphate – biochemical, fluorescence intensity, high mannose 6-phosphate, primary screen (AID 1220). recombinant PMI enzyme, coupled fluorescence intensity; higher % means a stronger effect. one-dose inhibition, % at 20 µM; IC50 in µM for titrated hits. hit rate 0.66% among 190,000
PMI inhibitors: MPI enzyme activity inhibition – biochemical, fluorescence intensity, coupled assay, primary screen (AID 1209); purified PMI enzyme, coupled fluorescence intensity; higher % means a stronger effect; inhibition, % at 20 µM, or IC50 in µM where a hit was titrated; hit rate 0.42% among 190,000;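 also: plate controls were DMSO vehicle for no effect and wells lacking substrate for full effect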
WT yeast gro inh: growth inhibition of WT yeast, mitochondrial fusion screen; inhibition, % at 10 µM; hit rate 2.1% among 190,000; mitochondrial fusion phenotypic screen, WT strain; in the data active = inhibition above about 58%; tested in S. cerevisiae
WT yeast gro inh mutant strain: recorded beside WT yeast gro inh, whose call it bears; inhibition, %; mitochondrial fusion phenotypic screen, mutant strain inhibition
Dynein transport cytoplasmic EGFP: further read-out of Dynein transport, marked with its call; z-score; measured here: cytoplasmic GR-EGFP intensity; hits give high values
Dynein transport nuclear GR-EGFP: second read-out of Dynein transport, no call of its own (marks repeat the call); z-score; measured here: nuclear GR-EGFP intensity;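 lower value marks the stronger effect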
Dynein transport cell count: also measured in Dynein transport; calls as there; z-score; measured here: cell count per field
Ins promoter up cell count: further read-out of Ins promoter up, marked with its call; cell count; measured here: cytotoxicity, nuclei count;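 total cells summed across four imaged fields per well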
bCat nuc transl cell count 5 µM: further read-out of bCat nuc transl, marked with its call; cell count; measured here: cell count, cytotoxicity flag
MT stabilizer Hoechst-high %: also measured in MT stabilizer; calls as there; % Hoechst-high responders; measured here: nuclear condensation Hoechst responders;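 share of cells brighter than vehicle mean plus two SD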
MT stabilizer cytotoxicity %: also measured in MT stabilizer; calls as there; toxicity, %; measured here: cytotoxicity by cell density;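 0% = mean cell density of plate MIN control wells and 100% = no cells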
Autophagy HCS cell loss 18 h: recorded beside Autophagy HCS, whose call it bears; toxicity, %; measured here: cell loss, nuclei count;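 cell loss after 18 h compound exposure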
Active calls of the source: *; i = inactive; u = inconclusive; x = not tested or not shown. Rule as the data show it, unless noted: active = inhibition above about 50%; inactive = the rest.

no.	Compound	MT stabilizer	MT stabilizer Hoechst-high %	MT stabilizer cytotoxicity %	Yfh1-off respiration	Autophagy HCS	Autophagy HCS cell loss 18 h	Dynein transport	Dynein transport cytoplasmic EGFP	Dynein transport nuclear GR-EGFP	Dynein transport cell count	bCat nuc transl	bCat nuc transl cell count 5 µM	Ins promoter up	Ins promoter up cell count	PMI inhibition	PMI inhibitors	WT yeast gro inh	WT yeast gro inh mutant strain
1	CCN(C(=O)CN1CCN(c2ccccc2OC)CC1)c1c(N)n(Cc2ccccc2)c(=O)[nH]c1=O	2.8	0.8	4.0	i	i	4	0.47	-0.24	0.41	0.52	-0.3	1024	-0.48	1218	-2%	-1%	-12	-2
2	CCOC(=O)CCCNC(=O)COC(=O)c1cccc(C)c1O	4.6	3.2	12	i	i	18	-0.24	-0.18	0.64	0.43	-2.4	1106	-0.14	1147	-4%	-7%	2	5
3	Cc1ccc(NC(=O)NC2CCCCC2)cc1S(=O)(=O)N1CCOCC1	2.8	3.1	6.0	i	i	-4	0.85	-0.28	0.59	0.08	-0.6	1107	-1.1	1112	-11%	-6%	-1	2
4	CCOC(=O)c1c(C)oc2c1c(C(c1cccnc1)N1CCCCC1)c(O)c1ccccc12 (stereo unspecified)	1.4	1.9	17	i	i	3	-2.1	-0.32	-0.89	0.41	-1.1	1170	0.4	846	27%	28%	71*	26*
5	Cc1cc(C)n(CCN(C)C(=O)CCc2nnc(-c3ccc4c(c3)OCO4)o2)n1	1.7	1.4	3.4	i	i	-12	-0.7	-0.22	-0.23	0.87	-0.5	963	x	x	-3%	-8%	-2	-8
6	COc1ccccc1C(=O)NC(=S)Nc1cc(C(=O)O)ccc1C	3.4	1.8	6.1	i	i	-2	-0.13	-0.37	-0.27	1.3	0.0	1048	-0.3	1191	-4%	-9%	-13	-4
7	Cc1ccc2cccc(OCC(=O)N3CC(C)CC(C)C3)c2n1 (stereo unspecified)	1.6	0.9	6.4	i	i	-10	1.3	-0.19	0.59	0.22	0.9	1028	-0.84	1386	27%	10%	-3	-14
8	CC(C)c1c(O)nc(SCCC(=O)O)[nH]c1=O	2.4	2.0	7.4	i	i	6	0.77	2.4	0.78	-0.25	-5.0	978	-0.15	1177	0%	-1%	23	31
9	Fc1cccc(C2NN=C(c3ccccc3)S2)c1 (stereo unspecified)	3.7	2.5	0.6	i	i	9	-0.37	-0.29	-0.31	0.73	-1.7	925	-0.17	1318	-57%	-25%	6	22
10	O=C(NC1CCCCC1)c1cc(-c2ccco2)on1	9.2	3.3	2.1	x	i	10	-0.25	0.33	-0.3	0.75	-0.8	1415	-0.13	1449	6%	7%	16	8
11	COc1ccc(-c2sccc2C(C)C(=O)O)cc1 (stereo unspecified)	2.6	2.1	5.5	i	i	-2	-0.47	-0.2	0.098	0.93	-6.8	950	1.2	1331	5%	-5%	-3	-1
12	CCCC(=O)Nc1cc(OC)c(C(=O)OC)cc1Cl	5.0	1.6	5.6	i	i	6	0.74	-0.26	1.1	-0.86	2.1	849	1.2	1595	-4%	-5%	3	8
13	Cc1cccc(C(=O)N/N=C2\CS(=O)(=O)N(C)c3ccsc32)c1	x	x	x	i	x	x	-0.47	-0.21	0.26	-0.31	-0.3	1241	-0.84	1062	x	x	x	x
14	C=CCn1c(SCc2c(C)noc2C)nnc1C1COc2ccccc2O1 (stereo unspecified)	2.2	3.4	17	i	i	81	0.35	0.041	-0.12	0.3	-6.6	1218	-1.4	813	3%	5%	28	6
15	CCOc1ccc(-c2nnc(-c3ccncc3)o2)cc1	0.8	1.2	7.2	i	i	9	-0.084	-0.22	-0.025	0.18	0.3	1333	0.28	1438	-10%	-7%	2	3
16	C=C(C)Cn1c(N2CCCC2)nc2c1c(=O)[nH]c(=O)n2C	3.7	2.4	2.9	i	i	8	-0.025	-0.29	0.11	0.62	-1.3	1065	-0.01	1867	-1%	-2%	7	2
17	O=C(O)CNC(=O)C1COc2ccccc2O1 (stereo unspecified)	5.2	1.7	3.6	i	i	-4	-0.049	-0.27	-0.081	0.18	-0.7	1104	-0.83	1275	0%	3%	-35	7
18	CSc1sc(C(=O)NC(=O)NCc2cccnc2)c(C)c1-c1ccon1	x	x	x	i	x	x	-0.37	-0.21	-0.25	0.46	-2.2	1175	-0.6	1473	x	x	x	x
19	O=C(CN(Cc1cccs1)C(=O)CNC(=O)c1ccco1)NC1CCCCC1	1.6	2.3	6.0	i	i	11	-0.61	-0.2	-0.18	0.97	-3.1	1211	-0.6	1040	6%	12%	5	7
20	Cn1ncc(Cl)c1C(=O)NC(=S)Nc1sc2c(c1C#N)CCCCC2	2.5	2.1	2.5	i	i	-20	-0.15	-0.17	0.46	0.59	4.1	1486	-0.03	1438	1%	6%	0	9
21	CC(C)(C)SCCNC(=O)c1ccccc1	1.4	0.9	9.0	i	i	-5	0.38	-0.1	0.089	-0.45	-16	1240	x	x	0%	-1%	-4	-33
22	Cc1nc(SCCCSc2n[nH]c(C)n2)n[nH]1	2.0	2.2	25	i	i	0	-0.003	-0.21	0.57	-0.91	-1.0	1192	-0.13	1157	-5%	-5%	12	4
23	CCOC(=O)c1[nH]c2c(c1-c1ccccc1)C(=O)CC(c1ccccc1)C2 (stereo unspecified)	3.6	2.1	2.9	x	i	3	-0.056	-0.22	0.88	-0.33	1.1	545	-0.25	1078	-9%	-11%	19	-4
24	CCCCCCc1cc2cc(-c3nnc(-c4ccccc4)o3)c(=O)oc2cc1O	2.5	0.9	14	i	u	x	3.6	40	5.2	-0.066	x	x	x	x	-2%	2%	27	2
25	Cc1ccc(OCC(=O)N2CCN(C(=O)c3cccs3)CC2)cc1	2.4	1.8	8.1	i	i	3	0.3	-0.24	-0.06	-0.36	0.8	1295	0.3	1264	3%	8%	0	2
26	CS(=O)(=O)N1CCC(C(=O)NCCN2CCN(Cc3ccccc3)CC2)CC1	3.0	3.9	15	i	i	16	-0.42	-0.22	0.021	0.71	x	x	0.95	1097	-7%	2%	-3	-15
27	COc1ccc(S(=O)(=O)Oc2cccc(/C=N/N=C3/NC(=O)C(CC(=O)O)S3)c2)cc1 (stereo unspecified)	2.0	1.5	3.3	i	i	-27	1.6	-0.25	1.1	-1	-0.7	1210	-0.16	1377	-4%	-13%	7	10
28	Cc1nn(Cc2ccc(Cl)cc2)c(Cl)c1/C=N/NC(=O)c1cccnc1	4.0	2.1	6.2	i	i	-1	1.1	-0.2	0.076	-1.2	0.0	1069	-0.18	1277	-9%	-6%	1	-22
29	CC(=O)OCCOc1nc(NC(C)C)nc(NC(C)C)n1	2.7	2.1	11	i	i	-2	0.019	-0.28	0.53	0.71	-1.4	580	0.11	1186	-4%	-5%	1	-8
30	CCOc1ccc(Nc2nc(NCc3ccco3)nc(N)c2[N+](=O)[O-])cc1	x	x	x	i	x	x	0.98	-0.24	0.68	-0.35	0.7	1305	-1.2	1334	x	x	x	x
31	O=C(CCSc1ccccc1)N1CCCC1	0.9	1.2	0.2	i	i	14	-0.14	-0.27	-0.072	0.49	4.0	823	0.4	1473	7%	9%	6	0

Limited to bCat nuc transl, for 2 of the compounds above:
entry	Structure	bCat nuc transl
28	Cc1nn(Cc2ccc(Cl)cc2)c(Cl)c1/C=N/NC(=O)c1cccnc1	0.0
29	CC(=O)OCCOc1nc(NC(C)C)nc(NC(C)C)n1	-1.4

High-throughput results (PubChem)

Compounds as they come; overall some 5% were active at least once.
